PLAP inhibition: inhibition of human placental alkaline phosphatase – biochemical, luminescence, HTS (AID 690); purified PLAP, luminescent substrate; higher % means a stronger effect; one-dose inhibition, % at 20 µM; IC50 in µM for titrated hits; 0.08% of 96,000 active; in the data active = a potency from the dose series; inactive = the rest, 99 in 100 with inhibition below about 30%; note: strong numbers were not always called active
Bcl-B TR3 displacers: displacers of TR3 peptide from Bcl-B, primary screen, selectivity assay for Bfl-1 inhibitor project, biochemical, fluorescence polarization; FP displacement of FITC-TR3 peptide from Bcl-B; higher % means a stronger effect; displacement, % at 20 µM; hits with a dose series show IC50 in µM; 0.11% of 96,000 active;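 active = displacement above 50% at 20 µM plus a fluorescence interference ratio under 1.5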;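 note: plate controls were wells without compound for no effect and wells lacking Bcl-B protein for full effect; a part of the inactive calls stands beside numbers as strong as those of hits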
NFkB transloc pot: enhances IL-1B driven NFkB nuclear translocation. 0.3% of 94,000 active. AID 819. HUVEC IL-1B NFkB p65 nuclear translocation imaging. activation, % at 2 µM;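 active = activation above 40%, about the mean plus 3 SD, also judged a hit on visual image review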;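 note: percent activation is computed from the nuclear over cytoplasmic p65 intensity ratio; values of inactives mirror those of a sister screen read the other way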
MRP resist rev: compounds reversing MRP-mediated drug resistance; 0.04% of 85,000 active; AID 602; differential viability (reversal), % at 10 µM; H69AR cells + 2 uM doxorubicin, CellTiter-Glo, 72 h;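 active = viability drop by adding the cancer drug above about 55%, with treated viability meeting a 40% cutoff, limit read from the data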;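 note: viability without doxorubicin minus viability with 2 µM doxorubicin for each compound; larger differential means the compound sensitizes cells more to doxorubicin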
IL1B NFkB inh: blocks IL-1B driven NFkB nuclear translocation in HUVEC cells; HUVEC IL-1B NFkB p65 nuclear translocation imaging; inhibition, % at 2 µM; 0.43% of 94,000 active; AID 796;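 active = inhibition above about 30% together with a positive call from visual inspection of the well image, limit read from the data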;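 note: nuclear over cytoplasmic p65 intensity ratio measured by imaging; 0% = IL-1B stimulated DMSO wells and 100% = unstimulated DMSO wells; values of inactives mirror those of a sister screen read the other way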
MRP resist rev cytotoxicity: also measured in MRP resist rev; calls as there; viability, %; H69AR cells, CellTiter-Glo, 72 h; measured here: cytotoxicity without doxorubicin
MRP resist rev with doxorubicin: recorded beside MRP resist rev, whose call it bears; viability, %; measured here: viability with 2 uM doxorubicin; active compounds read low
IL1B NFkB inh cell count 2 µM: further read-out of IL1B NFkB inh, marked with its call; cell count; measured here: cells passing quality filter;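 raw number of nuclei counted in each imaged well without normalization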
NFkB transloc pot cell count 2 µM: recorded beside NFkB transloc pot, whose call it bears; cell count; measured here: cells passing quality filter
Numbers without * were called inactive; . = no result given.

# | SMILES | MRP resist rev with doxorubicin | MRP resist rev | IL1B NFkB inh cell count 2 µM | Bcl-B TR3 displacers | PLAP inhibition
1 | Cc1nnc(SCc2cc(=O)[nH]c(N3CCN(Cc4ccccc4)CC3)n2)s1 | 78 | 9 | 146 | -6% | -34%
2 | Cc1ccc(C(c2nnnn2C2CCCC2)N2CCN3CCCC3C2)cc1 (configuration not stated) | 78 | 14 | 175 | 0% | -28%
3 | CN(C)c1ccc(NC(=O)CC2NCCNC2=O)cc1 (configuration not stated) | 90 | 5 | 65 | -9% | 12%
4 | CC1CCC(C(C)C)C(OCC(O)CN2CCN(Cc3ccccc3)CC2)C1 (configuration not stated) | . | . | 144 | -7% | -43%
5 | C=CCn1c(SCC(=O)N2CCOCC2)nc2scc(-c3ccco3)c2c1=O | 54 | 11 | . | -3% | -54%
6 | Cc1ccc(S(=O)(=O)N2CN(Cc3ccco3)c3nc4ccccc4nc32)cc1C | 79 | 1 | 161 | -12% | 8%
7 | Cc1cnc(C)c(N2CCC(C(=O)NCc3ccco3)CC2)n1 | 95 | 0 | 63 | 4% | 7%
8 | COc1ccc(Oc2c(Cl)cnn(-c3ccc(C)cc3)c2=O)cc1 | . | . | 143 | -5% | 19%
9 | CC(=O)Nc1cccc(C(=O)OCc2ccccc2)c1 | 80 | 14 | 126 | -1% | -33%
10 | Cc1nc2c(n1O)CCC/C2=N\O | 92 | 4 | 146 | -46% | 22%
11 | COc1ccc(OC)c(NC(=O)CSc2nnc(C)n2Cc2ccccc2)c1 | 85 | 2 | 137 | -9% | -45%
12 | O=C(N=Nc1c(O)n(C2OC(=O)c3ccccc32)c2ccccc12)c1ccc(O)cc1 (configuration not stated) | . | . | 184 | -5% | 4%

# | NFkB transloc pot cell count 2 µM | MRP resist rev cytotoxicity | NFkB transloc pot | IL1B NFkB inh
1 | 146 | 87 | 8 | -8
2 | 175 | 91 | 11 | -11
3 | 65 | 95 | -4 | 4
4 | 144 | . | -4 | 4
5 | . | 64 | . | .
6 | 161 | 80 | 2 | -2
7 | 63 | 95 | 1 | -1
8 | 143 | . | 6 | -6
9 | 126 | 94 | 8 | -8
10 | 146* | 96 | 49* | -49
11 | 137 | 87 | 15 | -15
12 | 184 | . | 24 | -24

Further entries:
# | SMILES | MRP resist rev with doxorubicin | MRP resist rev | IL1B NFkB inh cell count 2 µM | Bcl-B TR3 displacers | PLAP inhibition
13 | Cc1nc([N+](=O)[O-])c(Br)n1CC(=O)c1ccccc1 | 47 | -12 | 171 | 7% | 5%
14 | CC1(C)CC(=O)C2=C(C1)Nc1ccccc1NC2c1nc2ccccc2[nH]1 (configuration not stated) | 102 | 0 | 65 | -2% | 2%
15 | O=C(COC(=O)CNC(=O)c1ccc(Br)o1)Nc1ccc2c(c1)OCCO2 | 97 | -7 | 175 | 1% | 11%
16 | CCOc1ccc(CNC(=O)C(CC)n2nc(C)n3c(cc4occc43)c2=O)cc1OC (configuration not stated) | . | . | 80 | -4% | -34%
17 | O=C(CSc1nc2ccc(S(=O)(=O)N3CCOCC3)cc2[nH]1)N1CCOCC1 | 90 | 4 | 62 | -7% | -6%
18 | CCOC(=O)c1c(NC(=O)c2nn(CC)cc2Br)sc2c1CCCCC2 | 77 | -11 | 73 | -25% | 7%
19 | COCCN(CC(=O)NCc1ccc(OC)cc1)C(=O)CCC(=O)Nc1nccs1 | 105 | -8 | 168 | 3% | 2%
20 | CCc1c(C)nc2ncnn2c1N1CCC(C(=O)Nc2cccc(C(C)=O)c2)CC1 | 78 | -11 | 99 | -4% | -51%
21 | CN(C)c1nc(-c2ccccc2)nnc1C(F)(F)F | . | . | 118 | -14% | 5%
22 | CC(CCC(=O)Nc1nncs1)C(=O)O (configuration not stated) | 98 | -4 | 53 | 3% | -2%
23 | Cc1ccc(-c2nnn(CC(=O)Nc3cccc4c3CCCC4)n2)o1 | 95 | 1 | 191 | -31% | -4%
24 | CCCC(=O)NCCCc1nc2ccccc2n1CC | 95 | 0 | 146 | -2% | 12%

# | NFkB transloc pot cell count 2 µM | MRP resist rev cytotoxicity | NFkB transloc pot | IL1B NFkB inh
13 | 171 | 35 | -9 | 9
14 | 65 | 102 | -9 | 9
15 | 175 | 90 | -15 | 15
16 | 80 | . | 7 | -5
17 | 62 | 94 | 16 | -16
18 | 73 | 66 | -17 | 17
19 | 168 | 97 | -3 | 2
20 | 99 | 67 | 5 | -5
21 | 118 | . | 8 | -8
22 | 53 | 94 | 10 | -10
23 | 191 | 96 | 13 | -13
24 | 146 | 95 | 1 | -1

Additional records
# | SMILES | MRP resist rev with doxorubicin | MRP resist rev | IL1B NFkB inh cell count 2 µM | Bcl-B TR3 displacers | PLAP inhibition
25 | C=CCn1c(N)c(C(=O)NCC2CCCO2)sc1=S (configuration not stated) | 104 | -9 | 86 | -5% | -13%
26 | COc1ccccc1CCn1cnc2c3cc(C)ccc3n(C)c2c1=O | 69 | -5 | 50 | 2% | 29%
27 | c1ccc2oc(SCc3cn4ccsc4n3)nc2c1 | 87 | 3 | 184 | 0% | 18%
28 | Cc1ccc(S(=O)(=O)NC(CC(=O)NC2CCCC2)c2ccco2)cc1 (configuration not stated) | 90 | 2 | 101 | 4% | 6%
29 | Cc1[nH]c(=O)[nH]c(=O)c1S(=O)(=O)N1CCCC(C(=O)NCCc2ccc(Cl)cc2)C1 (configuration not stated) | 86 | 6 | 173 | -4% | 5%
30 | COc1cccc(C(=O)Oc2cc(-c3ccccc3)no2)c1 | 103 | -2 | . | 1% | -24%
31 | Cc1nnc(SCCn2c(N3CCCC(C)C3)nc3c2c(=O)n(C)c(=O)n3C)s1 (configuration not stated) | 87 | 6 | 185 | -1% | -32%
32 | COC(=O)/C(=C/Nc1ccc(O)cc1)[N+](=O)[O-] | 92 | -26 | 163 | 3% | 7%
33 | O=C(COc1ncnc2scc(-c3ccc(F)cc3)c12)NCc1ccco1 | 92 | -18 | 183 | -50% | -22%
34 | COc1cccc(NC(=O)N2CCCC(C(=O)NCc3ccc(F)cc3)C2)c1 (configuration not stated) | 79 | -16 | 117 | . | .
35 | COc1cccc(NC(=O)Cn2nc(Cc3cccnc3)c3ccccc3c2=O)c1 | 79 | 9 | 148 | 11% | 12%
36 | CCOC(=O)Cc1csc(NC(=O)CN2C(=O)c3ccccc3S2(=O)=O)n1 | 105 | -7 | . | -16% | -130%

# | NFkB transloc pot cell count 2 µM | MRP resist rev cytotoxicity | NFkB transloc pot | IL1B NFkB inh
25 | 86 | 96 | 8 | -8
26 | 50 | 63 | 6 | -6
27 | 184 | 90 | -17 | 17
28 | 101 | 92 | -1 | 1
29 | 173 | 92 | -22 | 22
30 | . | 102 | . | .
31 | 185 | 92 | 14 | -14
32 | 163 | 66 | 2 | -2
33 | 183 | 74 | -1 | 1
34 | 117 | 64 | 2 | -2
35 | 148 | 87 | 7 | -7
36 | . | 97 | . | .

Next section.
# | SMILES | MRP resist rev with doxorubicin | MRP resist rev | IL1B NFkB inh cell count 2 µM | Bcl-B TR3 displacers | PLAP inhibition
37 | Cc1cccc(NC(=O)CCn2ccnc2C)c1 | 101 | -11 | 106 | -7% | 10%
38 | CCOC(=O)CNC(=O)Cn1cnc2ccc(S(=O)(=O)N3CCC(C)CC3)cc2c1=O | 96 | 1 | 114 | -1% | 1%
39 | CCCCNC(=O)Nc1c(C(=O)OC)[nH]c2ccc(C)cc12 | 92 | 15 | 179 | 1% | 17%
40 | CCNc1nc2ccccc2[nH]1 | 105 | -4 | 142 | 4% | 12%
41 | O=CNC(=O)c1ccccc1C(=O)O | 101 | 4 | 107 | -4% | 15%
42 | C/C(=N\N1CCN(C2c3ccccc3-c3ccccc32)CC1)c1cccnc1 | . | . | 190 | -3% | -18%
43 | Cc1ccc(C)c(NC(=S)NCc2cccn2C)c1 | 90 | 8 | 178 | 0% | 20%
44 | COc1ccc(C(N)=O)cc1NC(=O)CC(O)(C(F)(F)F)C(F)(F)F | 78 | 4 | 130 | -15% | 1%
45 | O=S(=O)(Nc1cccc2ccccc12)N1CCCC1 | 80 | 6 | 126 | -9% | -15%
46 | N#CC1=C(S)N(c2ccc(F)cc2)C(c2cccs2)NC1=O (configuration not stated) | . | . | 163 | -2% | -25%
47 | Cc1noc(N)c1C(=O)Nc1ccc(F)c(Cl)c1 | 81 | -3 | 102 | 0% | -1%
48 | O=C(c1ccc(Cl)cc1)N1CCC(c2nc(-c3cccs3)no2)CC1 | 68 | -1 | 179 | 6% | -13%
49 | COc1ccc(CCN(Cc2nc3ccccc3c(=O)[nH]2)C(=O)c2ccco2)cc1OC | 80 | 17 | 101 | -5% | -13%
50 | CCCCC(C)n1[nH]c(=O)cc1N (configuration not stated) | 87 | 4 | 188 | 6% | 9%
51 | CCOC(=O)c1c(C)c(C(=O)NCc2cccs2)c(C)n1CC | 72 | 19 | 90 | 13% | -6%

# | NFkB transloc pot cell count 2 µM | MRP resist rev cytotoxicity | NFkB transloc pot | IL1B NFkB inh
37 | 106 | 91 | 16 | -16
38 | 114 | 97 | -10 | 10
39 | 179 | 108 | 11 | -10
40 | 55 | 101 | 2 | -2
41 | 107 | 105 | 9 | -9
42 | 190 | . | 9 | -9
43 | 178 | 98 | 10 | -10
44 | 130 | 82 | 5 | -4
45 | 126 | 86 | 12 | -12
46 | 163 | . | 14 | -14
47 | 102 | 79 | 3 | -3
48 | 179 | 67 | 16 | -16
49 | 101 | 97 | -1 | 1
50 | 188 | 92 | 2 | -2
51 | 90 | 91 | 1 | -1

6 compounds already listed, sorted by count of non-hydrogen atoms, smallest number first:
# | SMILES | MRP resist rev with doxorubicin | MRP resist rev | IL1B NFkB inh cell count 2 µM | Bcl-B TR3 displacers | PLAP inhibition
50 | CCCCC(C)n1[nH]c(=O)cc1N (configuration not stated) | 87 | 4 | 188 | 6% | 9%
25 | C=CCn1c(N)c(C(=O)NCC2CCCO2)sc1=S (configuration not stated) | 104 | -9 | 86 | -5% | -13%
9 | CC(=O)Nc1cccc(C(=O)OCc2ccccc2)c1 | 80 | 14 | 126 | -1% | -33%
14 | CC1(C)CC(=O)C2=C(C1)Nc1ccccc1NC2c1nc2ccccc2[nH]1 (configuration not stated) | 102 | 0 | 65 | -2% | 2%
1 | Cc1nnc(SCc2cc(=O)[nH]c(N3CCN(Cc4ccccc4)CC3)n2)s1 | 78 | 9 | 146 | -6% | -34%
16 | CCOc1ccc(CNC(=O)C(CC)n2nc(C)n3c(cc4occc43)c2=O)cc1OC (configuration not stated) | . | . | 80 | -4% | -34%

# | NFkB transloc pot cell count 2 µM | MRP resist rev cytotoxicity | NFkB transloc pot | IL1B NFkB inh
50 | 188 | 92 | 2 | -2
25 | 86 | 96 | 8 | -8
9 | 126 | 94 | 8 | -8
14 | 65 | 102 | -9 | 9
1 | 146 | 87 | 8 | -8
16 | 80 | . | 7 | -5

Compound activity (PubChem)

Only part of the results is shown, so the mix of outcomes need not match the whole.
